From PubChem
ABCB6 inh 2: human ABCB6 transporter inhibition; K562-ABCB6 porphyrin accumulation, flow cytometry, 1 h; active compounds read low; fluorescence ratio to DMSO, % at 10 µM; 360,000 tested, 0.19% active; AID 602162;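 active = fluorescence ratio to DMSO below 75%, the collection mean minus 3 SD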;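 also: signal is porphyrin accumulated inside mitochondria; 100% equals median channel fluorescence of DMSO control wells; lower ratio means ABCB6 inhibition with less porphyrin fluorescence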
ABHD5 PLIN5 PPI: inhibitors of human ABHD5-perilipin-5 interaction; Q00G26+Q8WTS1; Split G. princeps luciferase complementation, luminescence, 4 h; inhibition, % at 4 µM; 360,000 tested, 0.78% active; AID 602281;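 active = inhibition above the mean inhibition across every tested compound plus 3 SD, cut at about 22% in these data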;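 also: 0% = DMSO only wells and the 100% control is not disclosed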
Glyco luc inh: N-linked glycosylation inhibition; D54 ERlucT glycosylation luciferase reporter, 24 h; percent of 100 nM tunicamycin response; reporter increase, % at 12.5 µM; 360,000 tested, 0.23% active;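 active = mean luciferase reporter signal, scaled so untreated is 0 and the glycosylation-blocking control 100, at or above a set limit in every replicate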;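 also: luciferase carries N-glycosylation sites so blocking glycosylation raises the light; 0% = median of neutral control wells and 100% = median of 100 nM tunicamycin wells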
Cardio protect: protects H9c2 cardiomyocytes from peroxide injury. H2O2 injury protection, ATPLite, 2 h. protection from H2O2 cell death, % at 20 µM. 360,000 tested, 0.63% active. AID 588492;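 active = compounds giving at least 50% protection of heart cells from peroxide-induced death in the single-dose screen, raw or plate-pattern-corrected value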;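 also: 0% = DMSO wells with peroxide and 100% = DMSO wells without peroxide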
HTR2A ag: agonists of mouse serotonin 5-HT2A receptor (HTR2A) | P35363 | CHO-K1 mHTR2A beta-arrestin complementation, luminescence; percent of 30 µM serotonin response | activation, % at 7.6 µM | 360,000 tested, 0.66% active | AID 624169;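 active = activation above a run cutoff, the mean activation of all tested compounds plus 3 SD, cut at about 14% in these data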;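 also: 0% = plate median of compound wells and 100% = 30 µM serotonin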
Target sequence (P35363 whole entry, looked up): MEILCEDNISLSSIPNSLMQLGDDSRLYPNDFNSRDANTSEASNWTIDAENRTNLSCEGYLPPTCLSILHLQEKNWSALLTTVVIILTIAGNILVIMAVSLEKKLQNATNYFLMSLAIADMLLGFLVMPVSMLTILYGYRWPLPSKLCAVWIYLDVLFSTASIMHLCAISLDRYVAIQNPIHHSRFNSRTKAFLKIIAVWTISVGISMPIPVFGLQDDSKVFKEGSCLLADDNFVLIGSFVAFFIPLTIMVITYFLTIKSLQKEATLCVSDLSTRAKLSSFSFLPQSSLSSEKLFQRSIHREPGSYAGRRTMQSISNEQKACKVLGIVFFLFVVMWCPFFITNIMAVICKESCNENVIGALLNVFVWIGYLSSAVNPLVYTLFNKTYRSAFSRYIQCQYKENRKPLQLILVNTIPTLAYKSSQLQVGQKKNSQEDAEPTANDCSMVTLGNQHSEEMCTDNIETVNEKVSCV
NOD2-RIPK2 inh: inhibitors of human NOD2-RIPK2 interaction; O43353; CHO BLA complementation NOD2-RIPK2, CCF4 ratio; inhibition, % at 4.98 µM; 360,000 tested, 0.38% active; AID 624267; in the data active = inhibition above about 21%;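 also: 0% = vehicle only and 100% = reference blocker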
Target sequence (O43353 whole entry, looked up): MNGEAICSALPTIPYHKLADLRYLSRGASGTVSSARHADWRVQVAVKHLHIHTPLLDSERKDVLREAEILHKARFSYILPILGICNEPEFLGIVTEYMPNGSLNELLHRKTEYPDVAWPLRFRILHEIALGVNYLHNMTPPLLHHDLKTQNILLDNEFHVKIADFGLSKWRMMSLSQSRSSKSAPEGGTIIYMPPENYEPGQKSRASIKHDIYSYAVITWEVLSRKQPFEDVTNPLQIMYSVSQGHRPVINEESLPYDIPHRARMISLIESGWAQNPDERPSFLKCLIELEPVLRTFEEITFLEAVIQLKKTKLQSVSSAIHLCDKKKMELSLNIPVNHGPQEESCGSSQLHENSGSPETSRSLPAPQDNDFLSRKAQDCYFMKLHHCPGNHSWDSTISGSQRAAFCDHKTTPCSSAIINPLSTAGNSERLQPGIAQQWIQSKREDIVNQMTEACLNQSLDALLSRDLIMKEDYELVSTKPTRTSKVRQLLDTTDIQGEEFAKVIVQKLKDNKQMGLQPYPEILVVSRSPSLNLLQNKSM
MC4R antagonist: human MC4R antagonism in cAMP assay | P32245 | 360,000 tested, 0.48% active | inhibition, % at 6.5 µM | MC4R-expressing cells, MTII-stimulated cAMP, LANCE TR-FRET;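 active = inhibition above its plate's cutoff, the mean of tested wells on that plate plus 3 SD, cut at about 29% in these data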;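 also: 0% = Melanotan II alone and 100% = Melanotan II plus saturating MCL0020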
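Assay system: human MC4R-expressing U2OS cells; reagent: Melanotan II stimulation of cells; dosing: 6.5 µM single dose; timing: compound 30 min, challenge 1 h, detection 1 h; signal: TR-FRET cAMP assay; replicates: one well per compound, no replicates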
SRC2 inh: inhibits human steroid receptor coactivator 2. HEK293 GAL4-SRC2 luciferase reporter, luminescence. inhibition, % at 9 µM. 370,000 tested, 0.17% active. AID 651957;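 active = inhibition above the mean inhibition of all tested compounds plus 3 SD, set per campaign, cut at about 52% in these data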;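 also: 0% = DMSO treated cells and 100% = cells given Gossypol at 36 µM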
TLR9-MyD88 inh: inhibitors of human TLR9-MyD88 binding; CHO BLA complementation TLR9-MyD88, CCF4 FRET ratio; inhibition, % at 4.98 µM; Q9NR96+Q99836; 340,000 tested, 0.21% active;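 active = inhibition above the mean over all tested compounds plus 3 SD, cut at about 21% in these data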;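 also: 0% = DMSO only wells and 100% = clavulanate BLA inhibitor control wells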
MC4R barr agon: human MC4R agonism via beta-arrestin. P32245. U2OS MC4R beta-arrestin complementation, luminescence; percent of melanotan II response, DMSO zero. activation, % at 8.9 µM. 360,000 tested, 0.98% active. AID 540308;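 active = activation above a per-plate cutoff, the mean activation of sample wells on that plate plus 3 SD, cut at about 8% in these data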
* = called active by the depositor; & = joins results of further samples.

`COc1cccc(N2C(=O)NC(=O)C3(Cc4cc(C)ccc4N(C)C3)C2=O)c1` (stereo unspecified) gave ABCB6 inh 2 95, ABHD5 PLIN5 PPI 5, Glyco luc inh 1, Cardio protect 1, HTR2A ag 2, NOD2-RIPK2 inh -5, MC4R antagonist 3, SRC2 inh 0, TLR9-MyD88 inh -2 and MC4R barr agon 0.3.
CCCNS(=O)(=O)c1ccc(OCC(=O)N2CCN(Cc3ccccc3)CC2)cc1 was read as ABCB6 inh 2 95, ABHD5 PLIN5 PPI -5, Glyco luc inh -2, Cardio protect 0, HTR2A ag 6, NOD2-RIPK2 inh 1, MC4R antagonist 22, SRC2 inh 13, TLR9-MyD88 inh 0 and MC4R barr agon 0.5.
Cc1ccc(-c2nc3ccccc3c(=O)n2-c2nccs2)cc1 was read as ABCB6 inh 2 95, ABHD5 PLIN5 PPI 2, Glyco luc inh -2, Cardio protect -1, HTR2A ag -2, NOD2-RIPK2 inh -12, MC4R antagonist -3, SRC2 inh -6, TLR9-MyD88 inh 0 and MC4R barr agon 9.2*.
Screening O=C1NCN(c2ccccc2)C12CCN(C(c1ccccc1OC(F)(F)F)c1nnnn1C1CCCC1)CC2 (stereo unspecified) returned ABCB6 inh 2 97, ABHD5 PLIN5 PPI -5, Glyco luc inh -2, Cardio protect -3, HTR2A ag 12, NOD2-RIPK2 inh 5 and SRC2 inh 4.
N#Cc1ccc(Cn2cc(C(=O)c3ccco3)c3ccccc32)cc1 was read as ABCB6 inh 2 95, ABHD5 PLIN5 PPI 6, Glyco luc inh -1, Cardio protect 2, HTR2A ag -6, NOD2-RIPK2 inh 2, MC4R antagonist 8, SRC2 inh 13, TLR9-MyD88 inh -1 and MC4R barr agon 0.6.
`CCCCCCn1c(N)c(C(=O)NCCN2CCOCC2)c2nc3ccccc3nc21` gave ABCB6 inh 2 129, ABHD5 PLIN5 PPI 8, Glyco luc inh 1, Cardio protect 12, HTR2A ag 2, NOD2-RIPK2 inh -13, MC4R antagonist 3, SRC2 inh 27, TLR9-MyD88 inh -25 and MC4R barr agon 1.1.
For Cn1nccc1C(=O)N1CCC2(CC1)OCCO2 the results were ABCB6 inh 2 94, ABHD5 PLIN5 PPI 0, Glyco luc inh 1, Cardio protect 3, HTR2A ag -8, NOD2-RIPK2 inh 0, MC4R antagonist 0, SRC2 inh -16, TLR9-MyD88 inh 7 and MC4R barr agon -2.5.
`C=CCn1c(O)c(C(CC)=Nc2cccc(C(=O)O)c2)c(=O)[nH]c1=O` gave ABCB6 inh 2 98, ABHD5 PLIN5 PPI 6, Glyco luc inh -2, Cardio protect -6, HTR2A ag 1, NOD2-RIPK2 inh -9, MC4R antagonist 31*, SRC2 inh 12, TLR9-MyD88 inh 9 and MC4R barr agon 1.9.
CC12CN3CC(C)(CN(C1)C3c1cccs1)C2O (stereo unspecified) was read as ABCB6 inh 2 101, ABHD5 PLIN5 PPI 1, Glyco luc inh 1, Cardio protect -7, HTR2A ag 0, NOD2-RIPK2 inh -7, MC4R antagonist 2, SRC2 inh -8, TLR9-MyD88 inh 1 and MC4R barr agon -1.1.
For O=C(CCC(=O)N1C[C@H]2C[C@@H](C1)c1cccc(=O)n1C2)NCc1ccccc1C(F)(F)F the results were ABCB6 inh 2 103, ABHD5 PLIN5 PPI -7, Glyco luc inh 1, Cardio protect 6, HTR2A ag -1, NOD2-RIPK2 inh 8, MC4R antagonist 14, SRC2 inh -7, TLR9-MyD88 inh 1 and MC4R barr agon 1.5.
CCCN(CCC)C(=O)Cc1c(-c2ccc(Cl)cc2)nc2c(Cl)cc(Cl)cn12 was read as ABCB6 inh 2 105, ABHD5 PLIN5 PPI -10, Glyco luc inh -4, Cardio protect -20, HTR2A ag 15*, NOD2-RIPK2 inh -2, MC4R antagonist 4, SRC2 inh -21, TLR9-MyD88 inh -5 and MC4R barr agon -0.4.
Screening CS(=O)(=O)NNP(=O)(NNS(C)(=O)=O)NC(=O)c1ccccc1 returned ABCB6 inh 2 103, ABHD5 PLIN5 PPI 0, Glyco luc inh 1, Cardio protect 14, HTR2A ag -1, NOD2-RIPK2 inh -1, MC4R antagonist 12, SRC2 inh -13, TLR9-MyD88 inh -4 and MC4R barr agon 0.4.
Screening CCn1c(O)c(N=Nc2cccc(S(=O)(=O)N3CCOCC3)c2)c(=O)n(CC)c1=S returned ABCB6 inh 2 91, ABHD5 PLIN5 PPI 3, Glyco luc inh 6, Cardio protect -24, HTR2A ag -1, NOD2-RIPK2 inh 9, MC4R antagonist -3, SRC2 inh -16, TLR9-MyD88 inh 3 and MC4R barr agon 0.3.
Screening CN1CCN(c2cc(N3CCCCCC3)c(F)cc2[N+](=O)[O-])CC1 returned ABCB6 inh 2 94, ABHD5 PLIN5 PPI 12, Glyco luc inh -3, Cardio protect 20, HTR2A ag -2, NOD2-RIPK2 inh -5, MC4R antagonist -1, SRC2 inh -29, TLR9-MyD88 inh 5 and MC4R barr agon -0.1.
For CCCCn1c(O)c(C=NC2CCCCC2N)c(=O)[nH]c1=O (stereo unspecified) the results were ABCB6 inh 2 104, ABHD5 PLIN5 PPI -4, Glyco luc inh 0, Cardio protect 3, HTR2A ag -3, NOD2-RIPK2 inh -7, MC4R antagonist 8, SRC2 inh -7, TLR9-MyD88 inh 6 and MC4R barr agon -2.3.
Screening O=C1NC(=O)C(CCc2ccncc2)(c2ccccc2)C(=O)N1 returned ABCB6 inh 2 104, ABHD5 PLIN5 PPI 5, Glyco luc inh 4, Cardio protect -2, HTR2A ag 3, NOD2-RIPK2 inh -16, MC4R antagonist -2, SRC2 inh 4, TLR9-MyD88 inh 3 and MC4R barr agon 2.8.
Screening Cc1cccc(N2CCc3c2nc2ccccc2c3N)c1 returned ABCB6 inh 2 117&102, ABHD5 PLIN5 PPI -19&11, Glyco luc inh 3&3, Cardio protect -13&-10, HTR2A ag 1&7, NOD2-RIPK2 inh -2&3, MC4R antagonist 5&-6, SRC2 inh -16&10, TLR9-MyD88 inh -1&-5 and MC4R barr agon 1.0&0.9.
`Cc1ccc(C2(O)CN3CCC2CC3)cc1` (stereo unspecified) gave ABCB6 inh 2 102, ABHD5 PLIN5 PPI -1, Glyco luc inh 0, Cardio protect -4, HTR2A ag 8, NOD2-RIPK2 inh -6, MC4R antagonist 1, SRC2 inh -2, TLR9-MyD88 inh 6 and MC4R barr agon -1.2.
Screening OC(CNCCc1c[nH]c2ccccc12)c1ccccc1 (stereo unspecified) returned ABCB6 inh 2 95, ABHD5 PLIN5 PPI -4, Glyco luc inh -2, Cardio protect 5, HTR2A ag 4, NOD2-RIPK2 inh -7, MC4R antagonist 1, SRC2 inh -28, TLR9-MyD88 inh -1 and MC4R barr agon -2.9.
O=C(c1ccc2c(c1)ncn2C1CCCCCC1)N1CCC2(CC1)OCCO2 was read as ABCB6 inh 2 99, ABHD5 PLIN5 PPI 5, Glyco luc inh 5, Cardio protect 4, HTR2A ag 3, NOD2-RIPK2 inh 5, MC4R antagonist -6, SRC2 inh -5, TLR9-MyD88 inh 8 and MC4R barr agon 0.2.
`C#C[C@]1(O)CCC2C3C(=O)C=C4C(Cl)=CCC[C@]4(C)C3CC[C@@]21C` (stereo partly specified) gave ABCB6 inh 2 104, ABHD5 PLIN5 PPI 0, Glyco luc inh 6, Cardio protect 11, HTR2A ag -4, NOD2-RIPK2 inh -1, MC4R antagonist -8, SRC2 inh -12, TLR9-MyD88 inh 1 and MC4R barr agon -2.2.
For C[C@H]1CC[C@@H]2[C@@H](C)[C@H]3[C@H](C[C@H]4[C@@H]5CC=C6C[C@@H](O[C@@H]7O[C@H](CO)[C@H](O)[C@H](O[C@@H]8O[C@H](CO)[C@@H](O)[C@H](O)[C@H]8O)[C@H]7O[C@@H]7O[C@@H](C)[C@H](O)[C@@H](O)[C@H]7O)CC[C@]6(C)[C@H]5CC[C@]34C)N2C1 the results were ABCB6 inh 2 96, ABHD5 PLIN5 PPI 0, Glyco luc inh -12, Cardio protect -15, HTR2A ag 1, NOD2-RIPK2 inh 13, MC4R antagonist 3, SRC2 inh 0, TLR9-MyD88 inh 11 and MC4R barr agon -0.1.
`C[C@]12CCC3C(CC[C@H]4[C@H](O)[C@H](O)CC[C@]34C)C1CCC2=O` (stereo partly specified) gave ABCB6 inh 2 94, ABHD5 PLIN5 PPI 0, Glyco luc inh 1, Cardio protect 1, HTR2A ag 5, NOD2-RIPK2 inh -4, MC4R antagonist 0, SRC2 inh 0, TLR9-MyD88 inh -9 and MC4R barr agon -0.3.
COCCN1Cc2cc(=O)n3c([nH]c4ccccc43)c2C1=N was read as ABCB6 inh 2 102, ABHD5 PLIN5 PPI 1, Glyco luc inh 3, Cardio protect -1, HTR2A ag 5, NOD2-RIPK2 inh 3, MC4R antagonist 4, SRC2 inh -40, TLR9-MyD88 inh -6 and MC4R barr agon 0.3.
Screening CCn1cc(CN2CCCC(C(=O)c3cccc(C(F)(F)F)c3)C2)cn1 (stereo unspecified) returned ABCB6 inh 2 93, ABHD5 PLIN5 PPI 5, Glyco luc inh 1, Cardio protect -7, HTR2A ag -2, NOD2-RIPK2 inh 4, MC4R antagonist 5, SRC2 inh -2 and MC4R barr agon -0.6.
Screening Cc1cc(C)c(N=Cc2c(O)[nH]c(=O)[nH]c2=O)c(C)c1 returned ABCB6 inh 2 98, ABHD5 PLIN5 PPI 2, Glyco luc inh 1, Cardio protect 4, HTR2A ag 2, NOD2-RIPK2 inh -3, MC4R antagonist -11, SRC2 inh 8, TLR9-MyD88 inh -1 and MC4R barr agon -2.2.
Screening O=c1[nH]c(O)c(N=Nc2cccc(S(=O)(=O)N3CCOCC3)c2)c(=O)[nH]1 returned ABCB6 inh 2 100, ABHD5 PLIN5 PPI 2, Glyco luc inh 3, Cardio protect 2, HTR2A ag -2, NOD2-RIPK2 inh -2, MC4R antagonist -7, SRC2 inh -50, TLR9-MyD88 inh 2 and MC4R barr agon -1.9.
For OCCNc1c2c(nc3ccccc13)CCCC2 the results were ABCB6 inh 2 93, ABHD5 PLIN5 PPI -1, Glyco luc inh -1, Cardio protect 13, HTR2A ag -2, NOD2-RIPK2 inh -6, MC4R antagonist 1, SRC2 inh -31, TLR9-MyD88 inh -10 and MC4R barr agon -0.2.
O=C1C2CCN(CC2)C1Cc1ccc(OCCOc2ccccc2)cc1 (stereo unspecified) was read as ABCB6 inh 2 95, ABHD5 PLIN5 PPI -2, Glyco luc inh -1, Cardio protect -9, HTR2A ag -6, NOD2-RIPK2 inh 4, MC4R antagonist -1, SRC2 inh -7, TLR9-MyD88 inh 7 and MC4R barr agon -1.8.
For Nc1ccc(CC(N)c2csc(Nc3ncccn3)n2)cc1 (stereo unspecified) the results were ABCB6 inh 2 102, ABHD5 PLIN5 PPI -2, Glyco luc inh -1, Cardio protect 3, HTR2A ag -6, NOD2-RIPK2 inh -2, MC4R antagonist 9, SRC2 inh -69 and MC4R barr agon -0.2.
Screening COC(=O)C1=CO[C@@H](C)[C@@H]2CN3CC[C@]4(C(=O)Nc5ccccc54)[C@@H]3C[C@H]12 returned ABCB6 inh 2 90, ABHD5 PLIN5 PPI 0, Glyco luc inh 0, Cardio protect 6, HTR2A ag 1, NOD2-RIPK2 inh 0, MC4R antagonist 1, SRC2 inh -5, TLR9-MyD88 inh -13 and MC4R barr agon -0.5.

Only part of the results is shown, so the mix of outcomes need not match the whole.
